High-throughput results (PubChem BioAssay)
D1 potentiator: enhances dopamine response at the human D1 receptor. HEK293 TREx D1 cells, calcium flux, dopamine EC20 potentiation. potentiation, % at 10 µM. 360,000 compounds, 0.036% hits. P21728; in the data active = potentiation above about 30%; also: 0% is about no effect
Target sequence (P21728 whole entry, looked up): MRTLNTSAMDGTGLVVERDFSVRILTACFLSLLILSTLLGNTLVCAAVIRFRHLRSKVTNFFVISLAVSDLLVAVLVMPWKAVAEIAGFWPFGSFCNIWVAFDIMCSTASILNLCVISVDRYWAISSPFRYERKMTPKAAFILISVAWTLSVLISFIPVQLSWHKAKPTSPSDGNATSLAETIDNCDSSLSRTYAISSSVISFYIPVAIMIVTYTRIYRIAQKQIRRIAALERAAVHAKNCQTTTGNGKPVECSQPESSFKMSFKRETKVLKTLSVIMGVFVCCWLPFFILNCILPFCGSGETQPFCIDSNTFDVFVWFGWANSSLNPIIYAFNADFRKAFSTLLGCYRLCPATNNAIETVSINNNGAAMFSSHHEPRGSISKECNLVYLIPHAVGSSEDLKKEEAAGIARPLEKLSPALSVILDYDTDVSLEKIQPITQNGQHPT
Glioma ERSR ind: induces the endoplasmic reticulum stress response in human glioma cells. U87-MG GRP78 promoter luciferase reporter, 16 h. Potency, µM, inactives show at the highest dose activation, most hits filed as activators. 420,000 compounds, 0.02% hits. AID 602332; also: potency is read from the fitted curve at half-maximal effect; series mostly up to about 76 µM; % of control where 0% means no effect; nearly all actives have a fitted effect of over 35% in size
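Stably transfected U87-MG human glioma cells carrying a GRP78-based luminescent sensor were seeded at 1000 cells/well, pin-dosed with compounds and incubated 16 h. Luciferase reagent was then added, and end-point luminescence was read after 10 min at room temperature.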
Vif-A3F inh: inhibitors of Vif-A3F interaction | Potency, µM (highest dose often 46.1 µM), for the others: at the top dose activity, negative = active | 390,000 compounds, 0.2% hits | HeLa A3F-eYFP + Vif (tagged APOBEC3F with the HIV-1 protein that degrades it), YFP fluorescence increase; also: potency is read from the fitted curve at half-maximal effect; % of control where 0% means no effect; nearly all actives have a fitted effect of over 65% in size
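Fluorescence increase (Ex 488/Em 500-530) after overnight compound treatment at 37 deg C flags inhibition of Vif-driven A3F-eYFP loss in stable HeLa A3F-eYFP/Vif cells seeded overnight beforehand.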
D1 antag: antagonists of human D1 dopamine receptor; HEK293 TREx D1 cells, calcium flux, dopamine EC80; hits give low values; activity change, negative = inhibition, % at 10 µM; 360,000 compounds, 3.2% hits; AID 504652; in the data active = activity change below about -30%; also: % is scaled to controls: 0 for no effect and ±100 for the full control effect
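Kinetic fluorescence of a calcium dye serves as the read-out. D1-expressing Hek293 Trex cells, induced overnight at 30 C, are exposed to compound for 180 s before an EC80 dopamine addition, then read 180 s further.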
RXFP1 agonist: RXFP1 (human) receptor agonism | Q9HBX9 | HEK293T-RXFP1 cAMP TR-FRET, 30 min; response scale: percent of porcine relaxin response, buffer zero | Potency, µM (top dose mostly 57.5 µM), without a hit: top-dose activation, most hits filed as activators | 370,000 compounds, 0.3% hits | AID 2676; also: potency is read from the fitted curve at half-maximal effect; % is scaled to controls: 0 for no effect and ±100 for the full control effect; nearly all actives have a fitted effect of over 60% in size; many of its hits are not listed in these tables
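cAMP rise read by TR-FRET after 30 min, 37C compound exposure (up to 58 uM) in RXFP1-transfected HEK293 cells with Ro 20174 present. EC50 from Hill-equation fits, with 29 nM porcine relaxin as 100% and buffer as basal.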
Vif-APOBEC3G blk: inhibitors of Vif-APOBEC3G interaction | Q9HC16 | 410,000 compounds, 0.076% hits | HeLa A3G-eYFP + Vif (tagged APOBEC3G with the HIV-1 protein that degrades it), YFP fluorescence, overnight | Potency, µM (doses to about 46.1 µM), without a hit: at the highest dose activity, negative = active, actives largely listed as inhibitors;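 also: potency is read from the fitted curve at half-maximal effect; % is scaled to controls: 0 for no effect and ±100 for the full control effect; nearly all actives have a fitted effect of over 60% in size; hits raise eYFP signal because A3G escapes Vif-driven loss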
Target sequence (Q9HC16 whole entry, looked up): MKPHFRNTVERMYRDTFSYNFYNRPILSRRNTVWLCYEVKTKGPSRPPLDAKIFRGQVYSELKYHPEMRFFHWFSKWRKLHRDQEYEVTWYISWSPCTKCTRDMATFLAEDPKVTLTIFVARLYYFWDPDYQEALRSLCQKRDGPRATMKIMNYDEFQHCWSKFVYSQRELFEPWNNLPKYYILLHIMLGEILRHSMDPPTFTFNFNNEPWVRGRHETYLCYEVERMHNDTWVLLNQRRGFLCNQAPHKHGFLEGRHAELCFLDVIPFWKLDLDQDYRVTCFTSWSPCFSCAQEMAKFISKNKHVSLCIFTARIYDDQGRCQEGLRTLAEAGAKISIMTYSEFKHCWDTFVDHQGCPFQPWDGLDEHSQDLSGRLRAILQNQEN
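Read-out is eYFP fluorescence (Ex 488/Em 500-530) from Vif-expressing HeLa A3G-eYFP cells; more signal means A3G escaped Vif-mediated degradation. Cells plated overnight, compound pinned in, incubated overnight at 37 deg C.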
D1 agonist: human D1 receptor agonism; P21728; HEK293 T-REx D1 cells, calcium flux, agonist mode; activation, % at 2 µM; 360,000 compounds, 1% hits; AID 504660; in the data active = activation above about 30%; also: 0% is about no effect
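Agonism was scored from calcium flux recorded over 180 s (1 read/s) after pintool compound addition, following a 10-cycle baseline. Cells were inducible force-coupled HEK293 TREx D1, plated overnight at 30 C and loaded with no-wash calcium dye.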
RXFP1 antag: blocks the human relaxin receptor RXFP1; 350,000 compounds, 0.59% hits; activity change, negative = inhibition, % at 57.5 µM; HEK293-RXFP1, relaxin-stimulated cAMP HTRF, 30 min; hits give low values; AID 1259400;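 active = activity change of -60% or lower, but not beyond a set lower limit; inconclusive = change between -60% and -40%, or beyond the set limit; inactive = change above -40%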; also: % is scaled to controls: 0 for no effect and ±100 for the full control effect
D2 potentiator: positive allosteric modulators of human D2 dopamine receptor; P14416; HEK293 T-REx D2, calcium flux, EC20 dopamine potentiation; potentiation, % at 10 µM; 340,000 compounds, 0.34% hits; AID 485347;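 active = potentiation over 3 SD above the plate norm, cut at about 30% in these data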; also: 0% is about no effect
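Cells plated with tetracycline inducer and held overnight at 30 C; calcium dye loaded 30–90 min at room temperature; baseline taken, compound added and read 180 s; EC20 dopamine then added and read 180 s.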
* = called active by the depositor; ? = inconclusive; nt = not tested or not shown; & = joins results of further samples. Unless noted, calls follow the shape of the dose curve; as a rule, active = well fitted curve in the direction sought with a large enough effect; inconclusive = small, poorly fitted or top-dose-only effect, or another doubt; inactive = no such curve, though single readings can be large; an effect the other way counts as inactive or inconclusive. The list is partial; the hit share may differ from the screen's.

SMILES | D1 potentiator | Glioma ERSR ind | Vif-A3F inh | D1 antag | RXFP1 agonist | Vif-APOBEC3G blk | D1 agonist | RXFP1 antag | D2 potentiator
O=C(N/N=C/c1ccco1)c1ccc(OCc2ccccc2)cc1 | 5 | -3% | 10% | 0 | 1.7% | 0% | 4 | -19 | -3
COc1ccc2c(C)cc(SCC(=O)NC3CCCC3)nc2c1 | nt | -1% | 0% | nt | nt | -4% | nt | 13 | nt
O=C(O)c1sccc1NC(=O)c1c(Cl)cccc1Cl | 3 | -2% | -5% | 2 | 4.3% | 0% | 3 | -16 | -2
Cn1c(=O)c2c(nc(CN3CCOCC3)n2CCN2CCOCC2)n(C)c1=O | -3 | -3% | -19% | 4 | 7.7% | -1% | 5 | -3 | 5
COc1cccc(N2CCN(C(=O)c3ccc(Cl)c(NC4=NC5CS(=O)(=O)CC5S4)c3)CC2)c1 (stereo not given) | -2 | -3% | 0% | -1 | -1.6% | 1% | 2 | ? | -4
Cc1cc(/C=C2/NC(=O)NC2=O)c(C)n1-c1ccncc1 | 3 | 7% | 8% | -3 | -3.4% | 1% | 0 | -13 | -4
O=C(CCC(=O)Nc1ccccc1)NNC(=O)c1ccccc1Cl | -2 | -6% | -5% | 0 | -4.4% | 0% | 3 | 6 | 14
Cc1cccc(NC(=O)C(=O)NCCc2c[nH]c3ccccc23)c1C | -8 | -2% | 9% | -9 | 2.8% | 3% | 18 | -29 | nt
O=C(C1CCN(S(=O)(=O)c2cccc3nsnc23)CC1)N1CCc2ccccc2C1 | -14 | -7% | -8% | -44* | 0.5% | 1% | 2 | 13 | 4
Cc1ccc(Cn2c(=O)n(Cc3ccccc3)c(=O)c3c(C)c(C)sc32)cc1 | 1 | nt | nt | -4 | 2.4% | nt | 0 | -1 | -11
CCN(C(=O)COC(=O)c1c(C)noc1C)C1CCS(=O)(=O)C1 (stereo not given) | 4 | -1% | 5% | -9 | -0.4% | 2% | 3 | -38 | 4
Cn1nc(C(=O)OCC(=O)N(Cc2ccccc2)C(C)(C)C)c2ccccc2c1=O | 6 | -6% | 2% | -18 | -0.3% | 0% | 1 | -21 | 10
CCCCN=C1NN=C(c2cc3ccccc3o2)CS1 | 0 | -2% | -3% | -2 | -0.9% | -2% | 0 | -18 | 3
CN(C)c1ccc(/C=N/NC(=O)c2cnc3ccccc3c2)cc1 | -1 | -4% | ? | -5 | -1.9% | -6% | 0 | 3 | -6
Cn1c(=O)c2c(ncn2CCOc2cccc(Br)c2)n(C)c1=O | -9 | -4% | -2% | -23 | 13% | -1% | 11 | 7 | 0
COc1cccc(/C=C(/CC(=O)Nc2ccc(N3CCOCC3)cc2)c2nc3ccccc3s2)c1 | -5 | 6% | -5% | -7 | -0.2% | -6% | 2 | 0 | -3
Cc1ccc(S(=O)(=O)N(CC(=O)Nc2ccccc2C(=O)O)c2ccccc2C)cc1 | 4 | -2% | 10% | 9 | 0.0% | -25% | 1 | 14 | -1
COc1ccc(NC(=O)CSc2nnc(Cn3cnc4ccccc43)o2)cc1 | -12 | -3% | 9% | 1 | 3.6% | 2% | 1 | -5 | -6
Cc1c2n(c3ccccc13)CC/C2=N\O | -1 | -2% | 12% | -1 | 0.2% | -1% | 0 | 11 | 0
O=C(CNC(=O)c1ccc(Br)o1)NCc1ccc(Cl)cc1 | -8 | -5% | 2% | 4 | -1.0% | ? | 3 | 4 | 7
O=S(=O)(Nc1ccc2c(c1)OCCO2)c1cccc(F)c1 | -3 | -1% | 2% | 2 | 1.5% | 2% | 6 | -4 | 4
COC(F)(C(=O)Nc1ccc2c(c1)C(=O)NC2=O)C(F)(F)F (stereo not given) | 0 | -4% | 4% | 3 | -0.1% | 1% | 3 | 0 | -2
CCn1cnc2c(oc3ccccc32)c1=O | 4 | -3% | 0% | -16 | 3.8% | 3% | -1 | -8 | 4
CCCn1nnc(NC(=O)COc2ccccc2Cl)n1 | -5 | 4% | 1% | 1 | 0.8% | -1% | 1 | 5 | -3
CCCCNC(=O)CCC(=O)NNc1nc2ccccc2c2nc(C)nn12 | -3&-4 | -3%&-2% | 0%&-1% | -7&5 | 11%&1.9% | 3%&1% | 2&2 | 0 | 10&2
SMILES | D1 potentiator | Glioma ERSR ind | Vif-A3F inh | D1 antag | RXFP1 agonist | Vif-APOBEC3G blk | D1 agonist | RXFP1 antag | D2 potentiator
Cc1ccc(NC(=O)CSCC(=O)NCCc2ccccc2)cc1 | 10 | -1% | 4% | -9 | -0.1% | 0% | 0 | -14 | -5
C/C(=N\NC(=O)C(O)c1ccccc1)c1ccc(Cl)cc1 (stereo not given) | -5 | -3% | 2% | -8 | 3.5% | -5% | 1 | 8 | 7
O=C(CNC(=O)c1ccncc1)N/N=C/c1ccccc1[N+](=O)[O-] | -8 | 0% | 4% | 1 | 1.2% | -36% | 2 | -3 | nt
Cc1ccc(-c2noc(CC(c3ccccc3)c3ccccc3)n2)cc1 | 4 | -1% | nt | -5 | -0.3% | -1% | 25 | -18 | -13
CSc1ccc(NS(=O)(=O)c2ccc(-n3cnnn3)cc2)cc1 | -1 | -4% | 6% | 4 | -0.9% | 1% | 11 | -15 | 15
O=S(=O)(Nc1ccccc1N1CCOCC1)c1ccccc1C(F)(F)F | nt | -1% | 8% | nt | nt | -3% | nt | 13 | nt
Clc1nnc(NC2CCCCC2)c(Cl)c1Cl | nt | -5% | 0% | nt | nt | -5% | nt | 5 | nt
COc1cccc(N(C(=O)Cc2cccs2)C(C(=O)NC2CCCC2)c2ccncc2)c1 (stereo not given) | 1 | 0% | 1% | -9 | 1.8% | 7% | 3 | -11 | 14
CCOC(=O)Cn1nc(C)n(-c2ccc(Cl)cc2)c1=O | 1 | -4% | -17% | nt | 0.0% | 1% | 1 | -5 | -4
CCOC(=O)C1CCCN(C(=O)c2cc(Nc3ccc(OC)cc3)nc3ccccc23)C1 (stereo not given) | -3 | 0% | 0% | 3 | 0.1% | -4% | 2 | -14 | -6
COc1ccc(C)cc1NC(=O)c1cc(S(=O)(=O)NCCC2=CCCCC2)ccc1F | -1 | -2% | 1% | 5 | -18% | -2% | 2 | -13 | -15
COc1ccc(-c2nnc(SCC(=O)NCc3cccs3)n2C)cc1 | -3 | -2% | 1% | 7 | 1.5% | 2% | -3 | 0 | 2
Cc1ccc(NCc2ccccc2-c2nnc(-c3ccccc3Cl)o2)cc1Cl | 1 | 0% | -3% | -7 | -1.5% | -3% | 1 | -2 | nt
COc1cccc(/C=C/c2ccc3ccccc3n2)c1OC(C)=O | -1 | -11% | 8% | -14 | 1.1% | -16% | 0 | -21 | -13
CC(=O)c1sc(NC(=O)C2CC(=O)N(Cc3ccco3)C2)nc1-c1ccccc1 (stereo not given) | -7 | -7% | -4% | -4 | 0.0% | -8% | 3 | 0 | 0
COc1ccccc1N(C)S(=O)(=O)c1ccc(Cl)c(C(=O)NCCCN2CCOCC2)c1 | -2 | -4% | 3% | -6 | -0.9% | 0% | 1 | -16 | 6
COc1ccc(OC)c(CNC(=O)CN2CC(C)Sc3ccccc32)c1 (stereo not given) | -1 | -3% | 0% | -16 | 1.7% | 2% | 0 | nt | -3
COC(=O)c1cc(C(=O)OCC(=O)N2c3ccccc3NC(=O)C2(C)C)cc([N+](=O)[O-])c1 | -1 | -2% | 1% | -22 | 0.2% | -2% | 2 | 0 | 6
O=C(CSc1nc2ccccc2s1)N1c2ccccc2Sc2ccccc21 | nt | -1% | -3% | nt | -1.1% | -2% | nt | 11 | nt
O=C(Cc1ccc(Cl)cc1)N/N=C/c1cccs1 | -7 | 0% | 5% | 4 | 1.2% | 3% | 0 | 2 | 10
CSc1ccccc1NC(=O)CSCc1ccc(C)cc1 | -1 | -1% | -8% | -3 | -2.0% | -30% | 1 | 7 | -6
CC(=O)Nc1ccc(C(=O)NCC2CCCCC2)cc1 | -6 | 1% | ? | 1 | 0.0% | -9% | 4 | 5 | -20
O=c1[nH]c2ccccc2n1CCCOc1ccccc1 | -5 | -2% | -3% | -4 | 0.6% | 1% | 1 | -3 | 5
CCOc1ccc2nc(SCC(=O)Nc3cccc(S(=O)(=O)NC4=NCCCCC4)c3)[nH]c2c1 | 0 | -4% | -7% | 8 | -0.3% | 2% | -2 | 4 | 2
CCOC(=O)c1cnc2c(OC)cccc2c1N1CC(C)CC(C)C1 (stereo not given) | 6 | -4% | -6% | 41 | 0.0% | -6% | 4 | 1 | -2
SMILES | D1 potentiator | Glioma ERSR ind | Vif-A3F inh | D1 antag | RXFP1 agonist | Vif-APOBEC3G blk | D1 agonist | RXFP1 antag | D2 potentiator
CN(C(=O)CN1C(=O)S/C(=C\c2cccc(Cl)c2)C1=O)C1CCS(=O)(=O)C1 (stereo not given) | 13 | -5% | 9% | 5 | 0.3% | 2% | 2 | -20 | 5
COc1ccc(CNC(=O)C(c2cccs2)N(Cc2ccco2)C(=O)Cc2cccs2)cc1 (stereo not given) | -4 | -6% | -4% | -2 | -0.9% | -1% | 11 | 4 | -16
C[C@@H]1CN([C@H](C)CO)C(=O)CCCn2nncc2CO[C@@H]1CN(C)C(=O)c1ccccc1 | nt | 2% | -1% | nt | nt | -10% | nt | 8 | nt
CCC(=O)Nc1cccc(NC(=O)CSc2nnnn2C)c1 | 1 | -4% | 1% | 11 | 2.3% | 3% | 1 | -17 | 0
CN(C)c1ccc(/C=N\NC(=O)c2ccc(Cn3cc(Cl)cn3)cc2)cc1 | 0 | -2% | 1% | -15 | 3.7% | -36% | -1 | -4 | 6
CC(NC(=O)C(C)N1CCN(Cc2ccccc2)CC1)c1ccccc1 (stereo not given) | -10 | -3% | 1% | -8 | 1.7% | -6% | 1 | 1 | -9

One compound at a time (already shown). Values in the order: D1 potentiator, Glioma ERSR ind, Vif-A3F inh, D1 antag, RXFP1 agonist, Vif-APOBEC3G blk, D1 agonist, RXFP1 antag, D2 potentiator
Shown for `C[C@@H]1CN([C@H](C)CO)C(=O)CCCn2nncc2CO[C@@H]1CN(C)C(=O)c1ccccc1` → nt, 2%, -1%, nt, nt, -10%, nt, 8, nt
Shown for `CCC(=O)Nc1cccc(NC(=O)CSc2nnnn2C)c1` → 1, -4%, 1%, 11, 2.3%, 3%, 1, -17, 0
Shown for `CC(NC(=O)C(C)N1CCN(Cc2ccccc2)CC1)c1ccccc1` (stereo not given) → -10, -3%, 1%, -8, 1.7%, -6%, 1, 1, -9
